E-selectin induc = E-selectin induction on HUVECs; P16581; HUVEC E-selectin immunofluorescence imaging; normalized: neutral wells 0, TNF-alpha wells 100; activation, % at 7.58 µM; 0.37% of 260,000 active; AID 686992;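 active = mean E-selectin-positive cell signal at least 10% of the positive control, reached in at least 60% of replicates, without over 20% cell loss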;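 also: in these data hits start at about 27%; measured in HUVEC primary endothelial cells; signal is the percent of cells scored E-selectin positive by PE staining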
Target sequence (P16581 whole entry, looked up): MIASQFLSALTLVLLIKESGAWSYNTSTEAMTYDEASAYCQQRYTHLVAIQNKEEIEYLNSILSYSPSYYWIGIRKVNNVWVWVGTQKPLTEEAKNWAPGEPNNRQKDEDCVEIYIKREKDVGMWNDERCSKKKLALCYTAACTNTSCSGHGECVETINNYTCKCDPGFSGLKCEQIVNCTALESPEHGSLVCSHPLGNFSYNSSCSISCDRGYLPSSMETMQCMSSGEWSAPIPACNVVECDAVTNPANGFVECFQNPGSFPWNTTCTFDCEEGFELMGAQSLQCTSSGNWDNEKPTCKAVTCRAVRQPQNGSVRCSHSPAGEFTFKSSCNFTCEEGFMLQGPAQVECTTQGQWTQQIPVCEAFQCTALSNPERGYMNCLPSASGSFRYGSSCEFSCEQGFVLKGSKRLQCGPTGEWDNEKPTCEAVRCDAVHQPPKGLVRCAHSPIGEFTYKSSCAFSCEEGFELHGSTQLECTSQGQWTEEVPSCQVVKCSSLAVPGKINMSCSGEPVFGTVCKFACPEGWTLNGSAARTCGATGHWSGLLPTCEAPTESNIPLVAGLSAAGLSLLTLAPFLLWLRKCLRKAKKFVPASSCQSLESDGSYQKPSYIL
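System: HUVEC, human umbilical vein endothelial cells; quantity: 3,000 cells/well; buffer or medium: EGM-2 medium, gelatin-coated wells; dosing: single-point compound dose; detection: immunofluorescence imaging; evaluation: % PE-positive cells; benchmarks: TNF-alpha, DMSO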
RAD52 inh = inhibitors of human RAD52 DNA annealing; P43351; recombinant RAD52 DNA annealing, FRET fluorescence; inhibition, % at 18.7 µM; 0.46% of 360,000 active; AID 651710;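 active = every replicate showing at least 50% inhibition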
Target sequence (P43351 whole entry, looked up): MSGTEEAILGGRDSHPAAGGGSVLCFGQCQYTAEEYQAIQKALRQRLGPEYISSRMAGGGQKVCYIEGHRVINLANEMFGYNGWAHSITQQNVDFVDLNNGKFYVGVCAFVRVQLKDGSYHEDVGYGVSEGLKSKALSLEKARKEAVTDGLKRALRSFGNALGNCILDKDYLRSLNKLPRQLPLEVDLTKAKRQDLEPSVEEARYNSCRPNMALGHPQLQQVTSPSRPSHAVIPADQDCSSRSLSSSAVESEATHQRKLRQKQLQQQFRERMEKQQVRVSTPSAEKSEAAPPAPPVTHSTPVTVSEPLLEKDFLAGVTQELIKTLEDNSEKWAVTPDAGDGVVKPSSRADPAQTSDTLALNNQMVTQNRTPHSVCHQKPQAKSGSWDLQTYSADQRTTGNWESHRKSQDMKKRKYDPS
miR122 inh = blocks miR-122 activity in Huh7 sensor cells; 0.3% of 340,000 active; AID 602342; activation (reporter increase), % at 12.5 µM; Huh7 miR-122 Renilla luciferase sensor, 48 h; neutral wells = 0, positive control = 100;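 active = mean replicate activation score at least 90 and every replicate individually at or above 90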;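 also: higher luciferase means less miR-122 activity so hits act as miR-122 inhibitors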
PGC1a acetyl inh = lowers PGC1a acetylation signal in U2OS cells | inhibition, % at 15.6 µM | 0.17% of 350,000 active | AlphaScreen anti-acetyl-lysine; with virally co-expressed GCN5 acetyltransferase;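 active = every replicate shows inhibition of at least 40%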;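 also: 0% = neutral control wells and 100% = positive control wells; some results beyond the cut were filed as inactive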
Cneo AK release = causes C. neoformans cell lysis. adenylate kinase release luminescence, 4 h; normalised: neutral wells 0, clomiphene wells 100. lysis activity, % at 15 µM. 0.2% of 360,000 active;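 active = mean lysis activity across replicates of at least 80%, whatever share of replicates individually reach that level; inactive = mean lysis activity below 80%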
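Material: C. neoformans cells | Amount: Yeast cell density of 5 × 10^6 cells/mL | Medium: Fresh YPD growth medium | Dosing: Single dose | Times: Static 4 h at 37 °C with compound, 1 h detection | Detection: AK luminescence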
PglD DTNB = blocks C. jejuni PglD acetyltransferase activity; purified PglD enzyme, DTNB colorimetric CoA detection; inhibition, % at 12.5 µM; 0.098% of 360,000 active; AID 602405; in the data active = inhibition above about 16%, passing the limit was not always enough; also: strong numbers were not always called active
RAD54 inh = blocks human RAD54 Holliday junction branch migration | inhibition, % at 10.4 µM | FAM/BHQ fluorescence | 0.14% of 360,000 active | Q92698;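 active = mean normalized replicate activity at least 40 and at least half of replicates scoring 40 or more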;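 also: 0% = median of neutral control wells and 100% = median of positive control wells; inhibitors cause a drop in the FAM fluorescence signal; in these data hits start at about 50%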
ERAP1 inh = ERAP1 (human) enzyme inhibition | AID 652197 | inhibition, % at 10.7 µM | recombinant ERAP1, Leu-AMC fluorescence, 60 min | 0.15% of 340,000 active;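 active = mean replicate inhibition of at least 30%, or all replicates individually reaching that 30% level; inactive = mean below 30% and not every replicate reaching it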;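 also: 0% = neutral control wells and 100% = L-leucinethiol positive control wells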
Starred values were filed as active, the others as inactive; / = no result given; [ ] = dose if it differs, or a comment. This is a random part of the collection. About 1.4% of those tested had a hit in this group.

SMILES	E-selectin induc	RAD52 inh	miR122 inh	PGC1a acetyl inh	Cneo AK release	PglD DTNB	RAD54 inh	ERAP1 inh
C[C@@H]1CN([C@H](C)CO)C(=O)Cc2cc(NS(=O)(=O)c3cn(C)cn3)ccc2O[C@@H]1CN(C)S(=O)(=O)c1cn(C)cn1	0.1	-4	-4[16.7 µM]	14	-7	1	2	-1
O=C(C[C@H]1CC[C@@H]2[C@H](COC[C@@H](O)CN2C(=O)Nc2cccc(F)c2)O1)NCCCN1CCOCC1	-0.1	3	1[16.7 µM]	6	38	4	4	-2
C[C@H](CO)N1C[C@H](C)[C@H](CN(C)C(=O)c2ccccc2F)Oc2ncc(C#Cc3ccncc3)cc2C1=O	0.2	-1	-15[16.7 µM]	7	-1	-1	-5	1
Cc1noc(C)c1NC(=O)Nc1ccc2c(c1)C(=O)N([C@@H](C)CO)C[C@H](C)[C@@H](CN(C)C(=O)Cc1ccccc1)OCCCC[C@@H](C)O2	-0.1	-13	17[16.7 µM]	-9	1	1	11	-1
COc1ccc(OC)c(CN2CCN(CCc3ccccc3)C(CCO)C2)c1 (configuration not stated)	/	-3	-2	/	0	1	2	-6
O=c1cc(CSc2ccc(Cl)cc2)nc(-c2ccccn2)[nH]1	0.2	-12	/	/	3	2	7	-2
Cc1cccc(C(=O)N(C(=O)c2cccc(C)c2)N(C)C)c1	-0.3	-11	6	-21	0	0	-1	0
CN(C)CCCNC(=O)[C@H]1[C@H](CO)[C@H]2Cn3c(ccc(-c4ccncc4)c3=O)[C@@H]1N2C(=O)C1CC1	0.4	1	0[16.7 µM]	0	0	-4	-4	5
CCCCNC(=S)Nc1cccc2cnccc12	0.6	-13	20	0	/	/	/	2
COc1ccc(NC(=O)C2CCN(C(=O)Cc3ccccc3)CC2)c(OC)c1	/	-3	-2	2	/	/	/	-3
C[C@H](CO)N1C[C@H](C)[C@H](CN(C)C(=O)NC2CCCCC2)Oc2ccc(NC(=O)Nc3ccc(C(F)(F)F)cc3)cc2CC1=O	-0.1	-4	5[16.7 µM]	-2	52	1	3	-1
COCC#Cc1ccc2c(c1)O[C@H](CN(C)C(=O)Nc1ccccc1F)[C@@H](C)CN([C@H](C)CO)S2(=O)=O	-0.1	-21	14[16.7 µM]	4	3	2	-4	7
Cc1cccc(CN(C)C[C@@H]2Oc3ncc(-c4ccc(F)cc4)cc3C(=O)N([C@H](C)CO)C[C@@H]2C)c1	0.2	18	14[16.7 µM]	-6	3	-2	-8	6
O=C(COC(=O)c1cccnc1Cl)NC12CC3CC(CC(C3)C1)C2	0.0	-1	-3	9	-2	5	4	-5
N#Cc1ccc(-c2ccc(F)cc2)nc1Oc1ccccc1	/	/	-8	/	-3	0	-13	/
N#Cc1ccc(OCC(=O)Nc2ccncc2)cc1	0.1	-11	/	/	0	-3	8	0
Cc1onc(-c2c(Cl)cccc2Cl)c1C(=O)N1CCN(Cc2ccccc2)CC1	/	-14	-2	11	0	3	-10	-8
CCOC(=O)c1n[nH]n2c1nc(=O)c1ccccc12	4.0	-8	-3	/	2	3	2	1
C[C@H]1CCCCO[C@@H](CN(C)Cc2ccncc2)[C@@H](C)CN([C@@H](C)CO)C(=O)c2cc(NS(=O)(=O)c3ccc(F)cc3)ccc2O1	-0.2	-5	-1[16.7 µM]	-4	-1	-1	-4	-1
COc1ccc(OCCCC(=O)NCC(C)C)cc1	/	/	6	9	1	-3	-2	/
O=[N+]([O-])c1ccccc1S(=O)(=O)NCCSCc1ccco1	24	-9	6	-9	1	-8	4	0
COc1ccc(OC)c(-n2c(-c3ccc(S(C)(=O)=O)cc3)cc(C=O)c2C)c1	/	/	0	0	0	-6	-3	/
COCC#Cc1ccc2c(c1)O[C@@H](CN(C)S(C)(=O)=O)[C@@H](C)CN([C@H](C)CO)S2(=O)=O	-0.1	-10	5[16.7 µM]	-26	50	5	2	-1
COCCNC(=S)NCc1cccs1	-2.2	-1	0	-7	-2	0	4	1
CC1CCN(C(=O)CCN2C(=O)C3C4C=CC(C4)C3C2=O)CC1 (configuration not stated)	/	-6	-6	-9	1	-1	3	-4
COc1ccc2nccc(C(N)=O)c2c1	-0.1	-14	3	15	2	0	1	-1
O=C(C1CCC1)N1CC(=O)N2[C@@H](CO)[C@H](c3ccc(-c4ccccc4F)cc3)[C@@H]2C1	0.2	-9	/	-2	/	/	/	-1
COc1ccc(CCNC(=O)C2CCCN(S(=O)(=O)c3cnc[nH]3)C2)cc1OC (configuration not stated)	/	-13	4	8	1	3	8	/
COc1ccc(C(=O)NCc2oc(-c3ccccc3)cc2C(=O)O)cc1	/	-15	/	/	0	-3	6	3
CC1CCc2cc(F)ccc2N1C(=O)CCC(=O)O (configuration not stated)	/	/	1	-9	-2	1	-4	/
CCOC(=O)c1sc(NC(=S)NC(=O)C2CC2)cc1C	-1.8	0	16	/	0	3	0	-4
CC(C)NC(=O)Nc1ccc2c(c1)C(=O)N([C@@H](C)CO)C[C@H](C)[C@H](CN(C)Cc1ccc(C(=O)O)cc1)O2	-4.5	2	-5[16.7 µM]	-4	1	-2	-4	-3
Cc1ccc(NC(=O)COC(=O)c2cccc3c2C(=O)c2ccccc2C3=O)c(C)c1	/	/	1	8	0	3	31	/
C[C@]12c3[nH]c4ccc(Cl)cc4c3CCN1C(=O)[C@@H](CC(=O)NCc1ccco1)C[C@@H]2C(=O)N1CCCCC1	53*	-3	-7	6	1	-1	1	/
NC(=O)COC(=O)c1cc(S(=O)(=O)N2CCN(c3ccccc3)CC2)ccc1Cl	0.1	-3	-9	-7	/	/	/	3
Nc1nc(COC(=O)C2CC(=O)N(Cc3ccccc3Cl)C2)nc(Nc2ccccc2)n1 (configuration not stated)	-0.8	-13	1	0	0	5	5	0
CC(C)(C)NC(=O)C1(C)CCC(=O)N1C1CCN(Cc2ccccc2)CC1 (configuration not stated)	0.1	3	2	0	5	-5	-2	1
COc1ccc(-c2noc(CSc3nc(-c4ccccc4)cc(=O)[nH]3)n2)cc1OC	/	/	5	1	4	-9	-3	/
C[C@@H]1CCCCO[C@@H](CN(C)S(=O)(=O)c2ccc(F)cc2)[C@@H](C)CN([C@H](C)CO)C(=O)c2cc(NC(=O)Nc3ccc(C(F)(F)F)cc3)ccc2O1	/	-18	2[16.7 µM]	17	10	-4	-1	4
CCCSc1nc2c(c(=O)[nH]c(=O)n2C)n1CCc1ccccc1	/	/	-2	-9	-2	6	-12	/
O=C(O)CC1(CC(=O)Nc2ccc(C(F)(F)F)cc2)CCCC1	0.2	-29	-3	-16	1	1	-8	-1
Fc1ccc(Nc2nnc(C(F)(F)F)s2)cc1Cl	0.0	-5	-8	5	-3	-1	-3	/
O=C(/C=C/c1ccc(OC(F)F)cc1)Nc1cccc(S(=O)(=O)NC2=NCCCCC2)c1	-0.6	-12	7	1	-23	0	0	-1
Cc1ccc(NC(=O)NNC(=O)c2snnc2C)cc1	/	-19	-4	-5	-1	6	0	0
COc1cc(/C=c2\sc3n(c2=O)C(c2ccccc2)C(c2ccccc2)=NN=3)ccc1O (configuration not stated)	/	/	-3	-3	-6	4	-7	/
CSc1ccccc1NC(=O)C1(C)CCN1C(=O)Cc1ccccc1Cl (configuration not stated)	0.0	3	-1	-19	0	3	-1	4
Cc1ccc(-c2noc(=O)n2CC(=O)c2ccc(Cl)cc2)cc1	/	-4	18	/	-4	-3	-5	5
C[C@H](CO)N1C[C@H](C)[C@@H](CN(C)S(=O)(=O)c2ccc(Cl)cc2)Oc2c(NC(=O)c3ccncc3)cccc2C1=O	/	3	2[16.7 µM]	3	2	0	-6	2
CC(C)(C)CC(=O)Nc1cccc2c1CCCC2	/	/	9	1	0	3	7	/
O=C(CCn1c(=O)[nH]c2ccccc2c1=O)N1CCN(c2ccc(Cl)cc2)CC1	/	/	-3	6	-2	4	-1	/
O=C(OCC(=O)N1CCc2ccccc2C1)c1ccc(Cl)c([N+](=O)[O-])c1	-0.3	-22	-12	-4	0	0	3	-3
CCN(CC)c1ccc(/C=N/Nc2ccc(C)cc2)c(O)c1	-1.5	-15	8	/	/	/	/	1
C[C@H]1CN([C@@H](C)CO)C(=O)Cc2cc(NS(=O)(=O)c3ccc(Cl)cc3)ccc2O[C@@H]1CN(C)Cc1ccc2c(c1)OCO2	-0.3	-7	-11[16.7 µM]	-6	5	3	7	1
CCC1C(c2ccccc2)=CCC(C(=O)O)C1C (configuration not stated)	0.1	-13	7	7	-3	-3	-7	0
CCCOc1ccc(CN(CCO)CCO)cc1C(=O)OC	/	-13	4	-5	-9	2	-8	3
COc1ccccc1NC(=S)NNC(=O)c1ccc(O)cc1	/	/	-7	5	-3	0	-2	/
O=C(NCc1ccccc1Cl)c1ccc2sc([C@@H]3O[C@H](CO)[C@H](O)[C@H](O)[C@H]3O)nc2c1	-0.1	-4	-9	-1	-1	0	-2	-5
Cc1ccc(C)c(N(CC(=O)NN=C2CCCCCCC2)S(C)(=O)=O)c1	/	/	-2	4	0	1	6	/
CO[C@@H]1CN(C)C(=O)c2ccc(NC(=O)Nc3ccc(Cl)cc3)cc2OC[C@H](C)N(C)C[C@@H]1C	-0.1	8	1[16.7 µM]	/	0	4	6	-6
CCN=C1SC(CC(=O)Nc2ccc(C(F)(F)F)cc2)C(=O)N1CC (configuration not stated)	/	/	1	2	0	-2	3	/

(list continues)
SMILES	E-selectin induc	RAD52 inh	miR122 inh	PGC1a acetyl inh	Cneo AK release	PglD DTNB	RAD54 inh	ERAP1 inh
C[C@@H]1CN([C@@H](C)CO)C(=O)c2cccc(NC(=O)CCCCCC(=O)Nc3ccccc3N)c2O[C@@H]1CN(C)Cc1ccc2c(c1)OCO2	-4.8	2	/	-2	/	/	/	0
COc1ccc(Cl)cc1NC(=O)CN(C)C(=O)c1ccc(-n2cncn2)cc1	-0.2	-10	/	0	-4	3	5	2
CC(CC(=O)NCCc1ccc(F)cc1)c1ccccc1 (configuration not stated)	0.0	-26	-3	4	-1	-3	-4	/
CCN(CC(=O)NC1CCS(=O)(=O)C1)S(=O)(=O)c1ccccc1Cl (configuration not stated)	-0.2	-8	6	10	0	6	10	-2
CCCn1c(SCC(=O)Nc2ccc3c(c2)OCO3)n[nH]c1=O	-0.1	-4	/	5	3	-8	-4	0
O=C(NCC[C@@H]1CC[C@H](NC(=O)Nc2cc(F)ccc2F)[C@@H](CO)O1)Nc1ccc(Cl)cc1	-0.2	16	/	-2	-6	0	4	-1
CCc1ccccc1NC(=O)Nc1c(C)n(C)n(-c2ccccc2)c1=O	0.3	-11	/	3	7	-1	6	2

Screening data: PubChem BioAssay, Broad Institute
